High-throughput results from PubChem.
NTMT1 inh = Primary qHTS for Inhibitors of N-terminal methyltransferase 1 (NTMT1): MTaseGlo Assay. N-terminal Xaa-Pro-Lys N-methyltransferase 1 (Homo sapiens), Q9BV86. NTMT1 MTase-Glo SAH luminescence, purified enzyme. Potency, µM (doses to about 114 µM), for the others: at the top dose activity change, negative = inhibition, hits mostly inhibitors. hit rate 2.5% among 59,000;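 further: plate controls were DMSO vehicle for no effect and no enzyme for full effect; nearly all actives have a fitted effect of over 65% in size; many of its hits are not listed in these tables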
Target sequence (Q9BV86 whole entry, looked up): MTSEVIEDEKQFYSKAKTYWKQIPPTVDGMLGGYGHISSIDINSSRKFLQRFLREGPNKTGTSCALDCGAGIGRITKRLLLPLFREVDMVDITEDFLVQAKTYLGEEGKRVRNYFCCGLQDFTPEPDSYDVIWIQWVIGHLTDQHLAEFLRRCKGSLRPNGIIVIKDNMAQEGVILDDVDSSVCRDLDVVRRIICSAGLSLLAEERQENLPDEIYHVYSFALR
FH mod = Identification of activators of human fumarate hydratase by quantitative high-throughput screening; hit rate 0.22% among 54,000; Potency, µM (highest dose often 79.9 µM), for inactives: at the top dose activity change, negative = inhibition, actives largely listed as inhibitors; Fumarate hydratase, mitochondrial (Homo sapiens), P07954; FH coupled MDH/diaphorase resazurin fluorescence, 15 min; AID 1347055, 2019; further: the screen sought activators but most active calls are inhibition curves; nearly all actives have a fitted effect of over 45% in size
Target sequence (P07954 whole entry, looked up): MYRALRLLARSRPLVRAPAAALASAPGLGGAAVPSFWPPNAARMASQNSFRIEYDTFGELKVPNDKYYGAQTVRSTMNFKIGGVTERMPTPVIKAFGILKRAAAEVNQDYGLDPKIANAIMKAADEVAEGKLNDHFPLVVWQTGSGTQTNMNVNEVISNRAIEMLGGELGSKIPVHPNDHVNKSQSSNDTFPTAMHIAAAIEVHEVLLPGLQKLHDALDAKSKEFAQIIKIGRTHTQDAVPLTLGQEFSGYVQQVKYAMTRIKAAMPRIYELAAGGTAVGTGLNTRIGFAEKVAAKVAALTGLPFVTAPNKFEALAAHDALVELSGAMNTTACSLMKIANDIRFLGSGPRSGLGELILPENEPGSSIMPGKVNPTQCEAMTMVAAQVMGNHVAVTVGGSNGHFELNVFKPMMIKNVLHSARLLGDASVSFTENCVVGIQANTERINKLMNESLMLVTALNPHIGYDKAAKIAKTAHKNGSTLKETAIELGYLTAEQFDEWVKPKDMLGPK
Starred values were filed as active, the others as inactive; ? = inconclusive; & = joins results of further samples; [ ] = dose if it differs, or a comment. The call rests on the fitted dose curve; in most records, active means well fitted curve in the direction sought with a large enough effect; inconclusive means small, poorly fitted or top-dose-only effect, or another doubt; inactive means no such curve, though single readings can be large; an effect the other way counts as inactive or inconclusive. Unless noted, on the % scale 0 is the no-effect control and ±100 the full control effect; potency means the concentration at half of the fitted maximal effect. Some of the compounds tested. The share of hits here may be higher or lower than overall.

SMILES	NTMT1 inh	FH mod
Cc1c2oc3c(C)ccc(C(=O)NC4C(=O)NC(C(C)C)C(=O)N5CCCC5C(=O)N(C)CC(=O)N(C)C(C(C)C)C(=O)OC4C)c3nc-2c(C(=O)NC2C(=O)NC(C(C)C)C(=O)N3CCCC3C(=O)N(C)CC(=O)N(C)C(C(C)C)C(=O)OC2C)c(N)c1=O (stereo not given)	1%&-24%[57.5 µM]	7%[53.3 µM]
CCC(C(=O)NC(=O)NC(C)=O)c1ccccc1 (stereo not given)	19%[57.5 µM]	9%[53.3 µM]
CC1=C(C(=O)O)/C(=C/CO[C@@H]2O[C@H](COC(=O)/C=C/c3ccc(O)cc3)[C@@H](O)[C@H](O)[C@H]2O)C(O)C1 (stereo not given in full)	9%[29.8 µM]	-2%[53.3 µM]
Cc1ccc([C@@H]2O[C@H](CO)[C@@H](O)[C@H](O)[C@@H]2O)cc1Cc1ccc(-c2ccc(F)cc2)s1	?	0%[53.3 µM]
COc1cc(/C=C/C(=O)O[C@@H]2O[C@H](CO)[C@@H](O)[C@H](O)[C@H]2O)ccc1O	-1%[29.8 µM]	-9%[53.3 µM]
COC(=O)[C@H](Cc1ccc([N+](=O)[O-])cc1)NC(=O)c1cccc2ccccc12	6%[57.5 µM]	-7%
C/C=C(/C)C(=O)O[C@@H]1C[C@@H](OC(=O)CC(C)C)C2(C)C3C(=O)C=C(C)C2C3C1(C)C (stereo not given in full)	2%[29.8 µM]	0%[53.3 µM]
CN1CCN(CC(=O)N2c3ccccc3C(=O)Nc3cccnc32)CC1	12%[6.45 µM]	-5%[53.3 µM]
COC(=O)[C@]12C(=O)C(C)=C(O)[C@@]1(C)C(C)=CC1[C@@]34CC[C@@H](OC(C)=O)C(C)(C)C3[C@H](C[C@]12C)OC4=O (stereo not given in full)	5%[29.8 µM]	2%[53.3 µM]
CCN(CC)CCCCNc1ncc2c(n1)N(C)C(=O)N(c1c(Cl)c(OC)cc(OC)c1Cl)C2	-3%[57.5 µM]	-15%[53.3 µM]
CCOC(=O)C=C[C@H](C[C@@H]1CCNC1=O)NC(=O)[C@@H](CC(=O)[C@@H](NC(=O)c1cc(C)on1)C(C)C)Cc1ccc(F)cc1	-31%[57.5 µM]	-9%[53.3 µM]
CC(=O)OC1C(O)CC2(C)C(CCC3(C)C2CC=C2C4C5(CCC(CO[C@@H]6O[C@H](CO)[C@@H](O)[C@H](O)[C@H]6O)(OC5=O)C4(C)O)C(O)CC23C)C1(C)C (stereo not given in full)	-9%[12.6 µM]	1%[20.6 µM]
CC(C(=O)O)c1ccc(-c2ccccc2)c(F)c1 (stereo not given)	-12%	1%[53.3 µM]
C#Cc1cnc2[nH]c(=O)n(C(CC)CC)c2n1	1%[57.5 µM]	16%
CCCCC(CC)CN=C(N)NC(N)=NCCCCCCN=C(N)NC(N)=NCC(CC)CCCC (stereo not given)	3.2µM*	-3%[53.3 µM]
C=CC(C)(C)C12CC3C(=O)N4C(CC5(C(C)(C)C=C)c6ccccc6NC45)C(=O)N3C1Nc1ccccc12 (stereo not given)	6%[29.8 µM]	2%[53.3 µM]
NC(=O)c1ccc2nc(-c3ccc(Oc4ccc(Cl)cc4)cc3)[nH]c2c1	?	-2%
Nc1nc(-n2cc(C(=O)O)c(=O)c3cc(F)c(N4CC(O)C4)c(Cl)c32)c(F)cc1F	1%[29.8 µM]	7%[53.3 µM]
C=Cc1ccc(O[C@@H]2O[C@H](CO[C@@H]3O[C@@H](C)[C@H](O)[C@@H](O)[C@H]3O)[C@@H](O)[C@H](O)[C@H]2O)cc1	19%[29.8 µM]	0%[53.3 µM]
CC1(C)C2CCC1(C)C(OC(=O)C(O)(CC(=O)O)CC(=O)O)C2 (stereo not given)	-15%[29.8 µM]	1%[53.3 µM]
C/C(=N/NC(=O)c1ccncc1)C(=O)O	26%[57.5 µM]	1%[53.3 µM]
COc1ccc(-n2[nH]c(=O)c3[nH]c4cc(Cl)ccc4c(=O)c3c2=O)c(C)c1	46%[activator][57.5 µM]	-11%
CC1(C)C2CCC(CO[C@@H]3O[C@H](CO[C@@H]4OC[C@](O)(CO)[C@H]4O)[C@@H](O)[C@H](O)[C@H]3O)C1C2 (stereo not given in full)	-15%[29.8 µM]	0%[53.3 µM]
COc1ccc(CCC(=O)c2c(O)cc(O[C@@H]3O[C@H](CO)[C@@H](O)[C@H](O)[C@@H]3O[C@@H]3O[C@@H](C)[C@H](O)[C@@H](O)[C@@H]3O)cc2O)cc1O	1%[57.5 µM]	3%[53.3 µM]
COc1cc(C)c(C(=O)Oc2cc(C)c(C(=O)Oc3cc(C)c(C(=O)NC(C)C(=O)O)c(O)c3)c(O[C@@H]3O[C@H](CO)[C@@H](O)[C@H](O)[C@H]3OC(C)=O)c2)c(OC)c1 (stereo not given in full)	11%[12.6 µM]	0%[20.6 µM]
COc1cccc2c1CCCC2CCCN1CCN(C2CCCCC2)CC1 (stereo not given)	?	-5%[53.3 µM]
C[C@@H]1O[C@@H](O[C@H]2[C@H](OC(=O)[C@]34CCC(C)(C)C[C@H]3C3=CCC5[C@@]6(C)C[C@H](O)[C@H](O[C@@H]7O[C@H](C(=O)O)[C@@H](O)[C@H](O)[C@H]7O)[C@@](C)(CO)C6[C@H](O)C[C@@]5(C)[C@]3(C)C[C@H]4O)O[C@@H](CO)[C@@H]2O)[C@H](O)[C@H](O)[C@H]1O[C@@H]1OC[C@@H](O)[C@H](O[C@H]2OC[C@](O)(CO)[C@H]2O)[C@H]1O (stereo not given in full)	-2%[6.45 µM]	1%[13.5 µM]
CC(C)=CCC/C(C)=C/CO[C@@H]1O[C@H](CO)[C@@H](O)[C@H](O)[C@H]1O	4%[29.8 µM]	6%[53.3 µM]
CO[C@H]1/C=C\O[C@@]2(C)Oc3c(C)c(O)c4c(O)c(c(C=NN5CCN(C6CCCC6)CC5)c(O)c4c3C2=O)NC(=O)C(C)=CC=C[C@H](C)[C@H](O)[C@@H](C)[C@@H](O)[C@@H](C)[C@H](OC(C)=O)[C@H]1C	-3%[57.5 µM]	-9%[53.3 µM]
O=S(=O)(O)c1ccc(Nc2ncnc3c2ncn3[C@@H]2O[C@H](CO)[C@@H](O)[C@H]2O)cc1	16%[57.5 µM]	0%

Part of the list above, reformatted:
Values run as follows: NTMT1 inh | FH mod
O=S(=O)(O)c1ccc(Nc2ncnc3c2ncn3[C@@H]2O[C@H](CO)[C@@H](O)[C@H]2O)cc1
  16%[57.5 µM] | 0%
NC(=O)c1ccc2nc(-c3ccc(Oc4ccc(Cl)cc4)cc3)[nH]c2c1
  ? | -2%

(cont.)
SMILES	NTMT1 inh	FH mod
CC[C@@H]1C[C@]1(NC(=O)[C@@H]1C[C@@H]2CN1C(=O)[C@H](C(C)(C)C)NC(=O)OCC(C)(C)CCCCc1cccc3c1CN(C3)C(=O)O2)C(=O)NS(=O)(=O)C1CC1	1%[57.5 µM]	-13%
COC1=C2C[C@@H](C)C[C@H](OC)[C@@H](O)[C@@H](C)C=C(C)[C@H](OC(N)=O)[C@@H](OC)C=CC=C(C)C(=O)NC(=CC1=O)C2=O	14%[57.5 µM]	?
O=C1NC(=O)C(=Cc2cccc(C(F)(F)F)c2)S1	?	-8%[53.3 µM]
C/C=C/C=C/C=C/C(=O)O[C@@H]1C=C(CO)C(O)(C(=O)OC)[C@@]2(C)CCCC(C)(C)C12 (stereo not given in full)	11%[29.8 µM]	4%[53.3 µM]
Fc1ccc(-c2c3cccc(C(F)(F)F)c3nn2Cc2ccc(F)cc2Cl)cc1	4%[57.5 µM]	-3%
CC(=O)N/N=C/c1ccc([N+](=O)[O-])o1	-20%[57.5 µM]	-4%[53.3 µM]
COc1ccc(S(=O)(=O)n2cnc3cc(C)c(C)cc32)cc1	17%[57.5 µM]	-6%
O=C(OC1C[C@H]2CC[C@@H](C1)[N+]21CCCC1)C(O)(c1ccccc1)c1ccccc1 (stereo not given in full)	?	-2%[53.3 µM]
CC(C)[C@H](O)C(=O)N[C@@H](C)C(=O)N[C@@H]1C(=O)N(C)CCc2ccccc21	12%	7%[53.3 µM]
CCNC(=O)Nc1ncc(-c2cc(-c3c(C)cc(OC)cc3C)nc(-c3cnccn3)n2)s1	3%	1%
Nc1[nH]nc2nc3ccccc3nc12	-24%	3%
CC(=O)O[C@H]1CC[C@@]2(C)C(CC[C@@H](C)[C@]23Cc2c(O)cc4c(c2O3)CN([C@@H](CCC(=O)O)C(=O)O)C4=O)C1(C)C (stereo not given in full)	4%[29.8 µM]	3%[53.3 µM]
NCC1CCC(C(=O)O)CC1 (stereo not given)	15%&-17%[57.5 µM]	16%[53.3 µM]
Nc1nc2ccc(OC(F)(F)F)cc2s1	21%&13%[57.5 µM]	?
NC(=O)c1cccc(-c2cc(O)cc(OC(=O)NC3CCCCC3)c2)c1	?	1%[53.3 µM]
O=C(OC[C@H]1O[C@@H](Oc2ccccc2COC(=O)C2(O)C=CCCC2O)[C@H](O)[C@@H](O)[C@@H]1O)c1ccccc1 (stereo not given in full)	-1%[29.8 µM]	2%[53.3 µM]
CN(C)CCCN1c2ccccc2Sc2ccc(C(F)(F)F)cc21	?	-24%&-5%[53.3 µM]
CN(C)CCc1c[nH]c2ccc(C[C@H]3COC(=O)N3)cc12	-5%&15%&20%[57.5 µM]	-6%
CC(C)NC[C@@H](O)COc1cccc2ccccc12	-8%[57.5 µM]	-5%[53.3 µM]
COc1ccc(N(C)c2nc(C)nc3ccccc23)cc1	-2%[57.5 µM]	0%
CC(C)NC(=O)N1CC[C@H](N=C2Nc3cc(F)ccc3N(CC(F)F)c3ccc(Cl)cc32)C1	-3%[12.6 µM]	4%[20.6 µM]
CSCC[C@H](NC(=O)[C@H](CCSC)NC(=O)CNC(=O)[C@H](Cc1ccc(O)cc1)NC(=O)[C@H](Cc1ccccc1)NC(=O)[C@H](CCCN=C(N)N)NC(=O)[C@H](CC(=O)O)NC(=O)[C@@H]1CCCN1C(=O)[C@H](CC(=O)O)NC(=O)[C@@H]1CCCN1C(=O)[C@@H]1CCCN1C(=O)[C@@H](N)CC(=O)O)C(N)=O	10%[12.6 µM]	8%[20.6 µM]
CC(C)=CCCC(C)=CCCC(C)=CCSc1ccccc1C(=O)O	?	-19%[53.3 µM]
CCCCCOc1ccc(C2SC(=O)NC2=O)cc1OCC (stereo not given)	7%[57.5 µM]	-7%[53.3 µM]
Cc1cc(-c2nc(C(=O)Nc3cn(C4CCOCC4)nc3C(N)=O)co2)ccn1	3%	?
CC(=O)ON=C1C(c2c(O)[nH]c3cc(Br)ccc23)=Nc2ccccc21	-15%[57.5 µM]	-6%[53.3 µM]
COc1cc(/C=N\NC(=O)c2ccc3c(c2)OCO3)ccc1OCc1ccccc1	7%[57.5 µM]	1%
CC(C)S(=O)(=O)Nc1ccc(F)c(C(=O)c2c[nH]c3ncc(-c4cccnc4)cc23)c1F	-6%[57.5 µM]	-6%
Cn1cncc1C(N)(c1ccc(Cl)cc1)c1ccc2c(c1)c(-c1cccc(Cl)c1)cc(=O)n2C (stereo not given)	?	-3%
COc1cc(C=CC(=O)O)ccc1O	9%[57.5 µM]	8%[53.3 µM]

Sorted by count of non-hydrogen atoms (low to high): part of the list above.
SMILES	NTMT1 inh	FH mod
Cc1cc(-c2nc(C(=O)Nc3cn(C4CCOCC4)nc3C(N)=O)co2)ccn1	3%	?
Cn1cncc1C(N)(c1ccc(Cl)cc1)c1ccc2c(c1)c(-c1cccc(Cl)c1)cc(=O)n2C (stereo not given)	?	-3%
O=C(OC[C@H]1O[C@@H](Oc2ccccc2COC(=O)C2(O)C=CCCC2O)[C@H](O)[C@@H](O)[C@@H]1O)c1ccccc1 (stereo not given in full)	-1%[29.8 µM]	2%[53.3 µM]

Two records picked at random from those above, as already listed:
SMILES	NTMT1 inh	FH mod
NC(=O)c1cccc(-c2cc(O)cc(OC(=O)NC3CCCCC3)c2)c1	?	1%[53.3 µM]
CCCCC(CC)CN=C(N)NC(N)=NCCCCCCN=C(N)NC(N)=NCC(CC)CCCC (stereo not given)	3.2µM*	-3%[53.3 µM]

(more compounds)
SMILES	NTMT1 inh	FH mod
CC1=C(CCC(C)CC(=O)O)[C@@]2(C)CCCC(C)(C)C2CC1=O (stereo not given in full)	-3%[29.8 µM]	8%[53.3 µM]
O=C(O)Cc1cn([C@@H]2O[C@H](CO)[C@@H](O)[C@H](O)[C@H]2O[C@@H]2O[C@H](CO)[C@@H](O)[C@H](O)[C@H]2O)c2ccccc12	-1%[29.8 µM]	4%[53.3 µM]
CCOC(=O)c1ccc(NC(=O)CN2CCCCC2)cc1	8%[57.5 µM]	5%[53.3 µM]
Cc1nn(C)c(COc2ccc(N3CCN(S(=O)(=O)N(C)C)CC3)cc2)c1-c1cccc2c(CCCOc3cccc4ccccc34)c(C(=O)O)n(CCN3CCOCC3)c12	4%&-11%[57.5 µM]	5%
C=C1C[C@]23C[C@@]1(O)CC[C@H]2[C@@]12C=C[C@H](O)[C@@](C)(C(=O)O1)[C@H]2[C@@H]3C(=O)O	-4%[29.8 µM]	8%[53.3 µM]
